# Pf growth 48h = Primary qHTS for delayed death inhibitors of the malarial parasite plastid, 48 hour incubation; P. falciparum luciferase growth in erythrocytes, 48 h; Potency, µM (doses to about 28.7 µM), inactives show at the highest dose activity change, negative = inhibition, usual class: inhibitors; AID 504832, 2011; actives 5.9% (n = 310,000); further: potency means the concentration at half of the fitted maximal effect; on the % scale 0 is the no-effect control and ±100 the full control effect
#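 Luciferase-expressing P. falciparum in infected erythrocytes (2% hematocrit, 0.1% parasitemia final) in RPMI 1640/0.5% Albumax were exposed to compound for 48 hours at 37 C, 5% CO2; growth read as luminescence.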
# Pf growth 96h = Primary qHTS for delayed death inhibitors of the malarial parasite plastid, 96 hour incubation; AID 504834, 2011; Potency, µM (top dose mostly 28.7 µM), for inactives: top-dose activity change, negative = inhibition, usual class: inhibitors; actives 6.9% (n = 320,000); P. falciparum luciferase reporter growth, 96 h; further: potency means the concentration at half of the fitted maximal effect; on the % scale 0 is the no-effect control and ±100 the full control effect
#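 Delayed-death screen, second-generation endpoint: infected erythrocytes, 2% hematocrit, 0.05% parasitemia final; 96 hours at 37 C, 5% CO2; luciferase detection reagent; luminescence decrease equals reduced growth.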
# CHX counter = Cycloheximide Counterscreen for Small Molecule Inhibitors of Shiga Toxin; cell reporter, cycloheximide protein synthesis inhibition counterscreen; max response, %; actives 12% (n = 300,000); AID 2314, 2010; in the data active means max response mostly above about 13%, no sharp cut-off; inactive means mostly below about 14%; further: read at 38.3 µM for the half of the compounds with a filed dose; 0% is about no effect
# FBPA Giardia inh = qHTS Assay for Inhibitors of Fructose-1,6-bisphosphate Aldolase from Giardia Lamblia; A8B2U2; purified Giardia FBPA; Potency, µM (titrated, usually from 59.6 µM), for inactives: top-dose activity, negative = inhibition, most hits filed as inhibitors; actives 0.71% (n = 290,000); further: potency means the concentration at half of the fitted maximal effect; on the % scale 0 is the no-effect control and ±100 the full control effect; nearly all actives have a fitted effect of over 55% in size
# Target sequence (A8B2U2 whole entry, looked up): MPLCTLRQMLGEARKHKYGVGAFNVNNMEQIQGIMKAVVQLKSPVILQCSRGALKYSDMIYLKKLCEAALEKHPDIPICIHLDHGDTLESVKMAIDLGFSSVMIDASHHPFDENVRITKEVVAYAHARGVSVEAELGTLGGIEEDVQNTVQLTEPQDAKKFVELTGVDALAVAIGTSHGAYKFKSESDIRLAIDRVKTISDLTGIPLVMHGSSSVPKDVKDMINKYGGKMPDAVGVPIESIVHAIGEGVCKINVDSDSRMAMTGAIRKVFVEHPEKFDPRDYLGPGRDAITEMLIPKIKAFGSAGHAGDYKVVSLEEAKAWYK
#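 Giardia FBPA (40 nM reagent) was preincubated 10 min at RT with compound (up to 57.5 uM final), then substrate plus GAPDH/TPI/NAD/arsenate coupling system with diaphorase/resazurin was added; resorufin fluorescence (525/598 nm) was read after 20 min.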
# HCV inh = qHTS Assay for Inhibitors of Hepatitis C Virus (HCV). actives 3.4% (n = 340,000). Potency, µM (doses to about 41.8 µM), for inactives: at the top dose activity change, negative = inhibition, usual class: inhibitors. Huh7.5.1 HCVcc-Cre infection, luciferase reporter, 44 h. AID 651820, 2012; further: potency means the concentration at half of the fitted maximal effect; on the % scale 0 is the no-effect control and ±100 the full control effect
#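 Cells seeded at 1,000/well and cultured 4 h, then compounds added followed by HCVcc-Cre virus (~0.5 moi). After 44 h further culture, luciferase substrate was added, plates held 15 min at room temperature, and luminescence read for 15 sec.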
# Shiga toxin inh = A qHTS for Small Molecule Inhibitors of Shiga Toxin; Vero cells, Shiga toxin protein synthesis inhibition reporter; actives 9.2% (n = 290,000); inhibition, % at 38.7 µM; in the data active means inhibition mostly above about 28%, no sharp cut-off; inactive means mostly below about 43%; further: 0% is about no effect
# The depositor's hits bear a star; i = inactive; ? = inconclusive; . = no result given; & = joins results of further samples; [ ] = dose if it differs, or a comment. Unless noted, the call rests on the fitted dose curve; in most records, active means well fitted curve in the direction sought with a large enough effect; inconclusive means small, poorly fitted or top-dose-only effect, or another doubt; inactive means no such curve, though single readings can be large; an effect the other way counts as inactive or inconclusive.
# The opening 2 compounds (preview)
SMILES,Pf growth 48h,Pf growth 96h,CHX counter,FBPA Giardia inh,HCV inh,Shiga toxin inh
CC(C)OP(=O)(OC(C)C)/C(C=O)=N\Nc1ccc([N+](=O)[O-])cc1,?,?,-3,5%,?,26
CSc1ccc(C2NC(=O)c3c(sc4c3CCN(C)C4)N2)cc1 (stereo unspecified),.,1%,11,?,-14%,14

# Main list, from the first entry:
SMILES,Pf growth 48h,Pf growth 96h,CHX counter,FBPA Giardia inh,HCV inh,Shiga toxin inh
CC(C)OP(=O)(OC(C)C)/C(C=O)=N\Nc1ccc([N+](=O)[O-])cc1,?,?,-3,5%,?,26
CSc1ccc(C2NC(=O)c3c(sc4c3CCN(C)C4)N2)cc1 (stereo unspecified),.,1%,11,?,-14%,14
Cn1cccc1Cc1nnc(SCC(=O)Nc2ccc3c(c2)OCCO3)n1-c1ccc(F)cc1,-4%,7%,7,-2%,0%&-7%,-1
CC12CCC(=O)N1C(C(=O)Nc1cccc3ccccc13)CS2 (stereo unspecified),15%,13%,-1,0%,?,-3
O=C(NCCc1ccccn1)c1nc(Cn2cc([N+](=O)[O-])cn2)no1,30%[activator],2%,-4,-5%,1%,-5
CCc1ccc(C(=O)c2ccccc2C(=O)O)s1,36%[activator],43%[activator],-2,2%,-5%,-3
COc1ccc(OC)c(N=Cc2c(O)c3ccccc3oc2=O)c1,3%,84%,2,-25%,-3%,-11
Cc1nc2c(c(=O)n1CCC(C)C)c1nc3ccccc3nc1n2CC1CCCO1 (stereo unspecified),?,4%,6,0%,15%,-13
COc1cccc(OCC(=O)NN=C2c3ccccc3-c3ccccc32)c1,7%,8%,-3,0%,?,-12
CC(C(=O)c1c[nH]c2ccccc12)N1CCN(C(=O)c2ccco2)CC1 (stereo unspecified),1.9µM*,2.1µM*,-2,-1%,8%,-3
CCCSc1nc(N)c(C#N)c(-c2ccc(C)cc2)c1C#N,4%,?,-2,0%,6%,-5
COc1ccc(N(CC(=O)Nc2cccnc2)S(=O)(=O)c2ccccc2)cc1Cl,-24%,0%,-3,-6%,0%,-9
CN(C)S(=O)(=O)c1cccc(NS(=O)(=O)c2ccc(Cl)s2)c1,-5%,55%[activator],-2,8%,43%[activator],-5
CN(CCOc1ccc(Cl)cc1)C(=O)C1CCN(C(=O)c2ccc(F)cc2)CC1,?,?,-3,.,-23%,-13
Fc1ccccc1CNc1ncnc2sccc12,7%,23%,-3,3%,2.2µM*,-4
COc1cc(C(=S)NC2CCCCC2)ccc1O,10µM*,4.1µM*,1,-8%,9%,-7
COc1ccc(CCNC(=O)C2CCC(CNS(=O)(=O)c3ccccc3)CC2)cc1OC (stereo unspecified),?,40%,-4,0%,.,-10
COc1ccccc1N1CCN(Cc2nc3ccccc3[nH]2)CC1,-26%,-4%,1,7%,-6%,-5
Cc1nonc1OCCNCCNc1ccccc1[N+](=O)[O-],-10%,-9%,-6,0%,-6%,2
CC(=O)Nc1ccc(NC(=O)CCC(=O)OCC(=O)c2cccc([N+](=O)[O-])c2)cc1,14%,?,-2,8%,-3%,-5
COC(=O)C1=CO[C@@H](C)[C@@H]2CN3CC[C@@]4(C(=O)Nc5ccccc54)[C@@H]3C[C@H]12,-14%,-18%,-6,-5%,11%,-7
COc1ccc(N/C(N)=N/c2nc(C)c(Cc3ccccc3)c(=O)[nH]2)cc1,2%,0%,-2,16%,-4%,6
CC1CCN(C(=O)c2ccc3c(c2)NC(=O)CN3)CC1,-4%,29%,-6,-22%,-4%,-7
Cc1ccc(-n2nc(C(=O)c3ccccc3)n3c(=O)cc(-c4ccccc4)nc23)cc1,15%,30%[activator],1,-11%,-29%,16
O=C(CSc1nnc(NC(=O)CN2CCOCC2)s1)Nc1ccccc1,5%,?,-3,-5%,-6%,31

# Additional records
SMILES,Pf growth 48h,Pf growth 96h,CHX counter,FBPA Giardia inh,HCV inh,Shiga toxin inh
O=S(=O)(Nc1cccnc1)c1ccc(F)cc1,?,-20%,1,-1%,13%,6
O=C(NCC1CCCO1)C1CCN(C2CCN(C(=O)CC3CCCC3)CC2)CC1 (stereo unspecified),-21%,?,-1,1%,1%,9
Cc1cccc2cc3c(N)c(C#N)sc3nc12,?,.,12,3%,?,18
Cc1ccc(S(=O)(=O)N(C)C)cc1NC(=O)C1CCCCN1S(=O)(=O)c1ccccc1 (stereo unspecified),?,?,.,.,-4%,.
COc1ccc(-c2cc(C(F)(F)F)nc(N3CCCCC3)n2)cc1OC,3.3µM*,75%[activator],-2,-2%,-27%,-4
COc1cccc(C(=O)NNC(=O)Cc2ccc([N+](=O)[O-])cc2)c1,9%,?,-1,5%,12%,14
O=S(=O)(c1ccccc1)c1nc(NCc2cccnc2)sc1Cl,?,?,0,6%,6%,-8
Cn1c(=O)oc2cc(S(=O)(=O)N3CCCC(C(=O)NCc4ccc5c(c4)OCO5)C3)ccc21 (stereo unspecified),.,?,8,-2%,0%,-14
CCn1c(=O)n(CC)c2cc(N3CCCC3)c(NC(=O)c3ccccc3)cc21,-15%,?,-4,-9%,?,-8
Cc1ccc(N2C(=O)CSC2=S)cc1C,-17%,13%,-1,0%,1%,-8
CCN1C(=O)[C@H]2[C@@H](c3ccc(C)cc3)N3C(=O)N(c4cccc(Br)c4)C(=O)[C@@]3(CC)[C@H]2C1=O,?,?,.,.,-7%,.
CCOC(=O)C1CCCN(CCC(=O)Nc2ccc(Br)cc2)C1 (stereo unspecified),2%,?,-4,-29%,-5%,-9
Cc1ccc(Cc2nnc(SCC(=O)Nc3ccccc3Cl)[nH]c2=O)cc1,?,-2%,.,.,2%,.
O=C(OCCOCCN=C1NS(=O)(=O)c2ccccc21)c1ccccc1,1%,24%,-3,0%,-5%,15
CC(C)c1nnc(SCC(=O)Nc2ccc3c(c2)OCCO3)n1C,10%,5%,4,.,9%,-6
CCN(CC(=O)Nc1cc(Cl)ccc1C)C(=O)COc1ccccc1F,-2%,2%,1,-5%,-21%,-16
CC1(C)Cc2c(c(-c3ccccc3)nc3[nH][nH]c(=O)c23)CO1,8%,.,-2,6%,7%,-10
O=C(Cc1ccc(-n2c(=O)[nH]c3ccsc3c2=O)cc1)N1CCN(c2ccc(Cl)cc2)CC1,-1%,?,-1,6%,4%,-18
COc1ccc(S(=O)(=O)Cc2ccc(C(=O)NCc3ccccc3OC)o2)cc1,5%,?,-6,2%,16%,-6
Cc1nc(C)c(C(=O)N2CCCC(C(=O)c3cc(F)ccc3F)C2)s1 (stereo unspecified),25%,5.9µM*,-1,-3%,-6%,-6
O/N=C1\CCCCc2ccccc21,-1%,40%[activator],7,0%,13%,13
O=C(Cn1c(C(=O)O)cc2ccccc21)c1ccccc1,15%,-17%,-4,9%,16%,.
CCCCOc1ccccc1N,5%,?,-1,1%,4%,-16
CC1CCC2(CC1)NC(=O)N(CC(=O)Nc1ccc(F)cc1)C2=O (stereo unspecified),10%,4%,.,.,6%,.
O=C(NCCc1ccc(F)cc1)C(=O)NCC1CCCN1S(=O)(=O)c1ccccc1 (stereo unspecified),?,?,.,.,11µM*,.

# The list continues.
SMILES,Pf growth 48h,Pf growth 96h,CHX counter,FBPA Giardia inh,HCV inh,Shiga toxin inh
NS(=O)(=O)c1cccc(NC(=O)Cn2nc(C(=O)O)c3ccccc3c2=O)c1,17%,37%[activator],-2,-2%,22%,-10
CCc1nn2c(=O)cc(CSCC(=O)Nc3ccccc3F)nc2s1,10%,?,-12,.,6%,-5
COc1ccc(CCNC(=O)[C@@H]2C[C@H]2c2ccccc2)cc1OC,11%,13%,1,4%,-3%,-2
O=C(N[C@H]1CP(=O)(Oc2ccccc2)O[C@H](COCc2ccccc2)[C@H]1O)C(Cl)(Cl)Cl (stereo partly specified),?,12µM*,25*,-7%,-9%,-2
O=C(NC1CCCCC1)C1CCN(c2nnnn2-c2ccccc2)CC1,-24%,?,-1,2%,11%,-15
COc1cccc(-c2nc(CS(=O)CC(=O)O)c(C)o2)c1 (stereo unspecified),.,59%[activator],4,1%,4%,-15
O=C(Nc1ccccc1Sc1ccccc1)C1CCCO1 (stereo unspecified),-3%,?,-1,0%,13%,-7
COc1ccccc1C1CC(=O)Oc2ccc(C(C)(C)C)cc21 (stereo unspecified),.,.,3,4%[89.2 µM],1%,i
O=C(COc1ccccc1F)NC1CC1,-1%,.,-1,1%,9%,-2
CCS(=O)(=O)N1CCC(C(=O)Oc2ccccc2Br)CC1,1%,0%,2,-1%,-4%,-3
CCN(CC)CCN=Cc1c(O)n(Cc2ccco2)c(=O)[nH]c1=O,2%,-6%,-3,3%,24%,-4
CC(C)(C)C(=O)/C(=C/c1ccc(Cl)cc1)n1cncn1,15µM*,136%[activator],3,5%,?,-12
CCN(CC(=O)NCc1cccs1)C(=O)c1ccc(S(=O)(=O)Nc2ccccc2C)cc1,2%,-1%,.,.,4%[8.37 µM],.
COCCCNc1nc2c(c(=O)n(Cc3ccc(Cl)cc3)c(=O)n2C)n1C,?,?,-4,1%,-17%,20
Cc1nc2ccccc2c(=O)n1-n1cnnc1,11%,-22%,-7,4%,11%,-12
CCCn1c(SCC(=O)NCc2ccccc2Cl)n[nH]c1=O,20%,-4%,19,1%,2%,-32
O=C(NNS(=O)(=O)c1ccccc1)c1cnn(-c2ccc(Cl)cc2)c1C(F)(F)F,57%[activator],79%[activator],1,5%,4%,-5
Oc1[nH]c2ccccc2c1N=Nc1ccc(C(F)(F)F)cn1,69%[activator],113%[activator],18*,0%,-1%,17
COc1ccc(C)cc1NC(=S)N1CC(C)OC(C)C1 (stereo unspecified),5%,-1%,1,.,4%,-15
C#CCNC(=O)C1=C[C@H](C2CC2)C[C@H](OCCCCO)O1,-7%,10%,-2,-3%,47%[activator],14
COCCCNC(=O)/C(C#N)=C/c1c(N2CCN(c3ccccc3)CC2)nc2c(C)cccn2c1=O,13µM*,10µM*,-4,-26%,-23%,-12
Cn1c(=O)c2c(nc3n2CCCN3CCc2ccccc2)n(C)c1=O,0%,?,2,.,11%,-4
COc1ccc(CN2CCC(C(=O)N(C)CCc3ccc(OC)c(OC)c3)CC2)c(OC)c1,-6%,50%[activator],-1,-5%,3%&-16%,-13
CCN(CC)S(=O)(=O)c1ccc(NC(=O)COC(=O)c2ccc(Br)o2)cc1,-6%,-14%,-1,-2%,7%,-2
CCn1c(C)nc2cc(C(=O)NNC(=S)Nc3ccccc3)ccc21,85%[activator],90%[activator],32*,2%,0%,71*
O=C1SCCC1NC(=O)C(c1ccccc1)c1ccccc1 (stereo unspecified),84%[activator],-15%,-2,1%,22%,13
COc1ccc(S(=O)(=O)n2nc(OC(=O)c3cccs3)cc2N)cc1,0%,40%[activator],1,1%,1%,-8
CC1CCN(S(=O)(=O)c2ccc(Cl)cc2Br)CC1,-20%,-11%,-3,-2%,-28%,-1
CC1=C(C(=O)OC(C)C)[C@@H](c2ccc(C)o2)NC(=O)N1,-12%,1%,-5,-1%,-8%[0.335 µM],-10
CC1CCC(NC(=O)C2CCC(CNS(=O)(=O)c3ccccc3)CC2)CC1 (stereo unspecified),-6%,20%,7,3%,7%,32

# Entries of single compounds from above:
# `O=S(=O)(c1ccccc1)c1nc(NCc2cccnc2)sc1Cl` as listed: Pf growth 48h: ?; Pf growth 96h: ?; CHX counter: 0; FBPA Giardia inh: 6%; HCV inh: 6%; Shiga toxin inh: -8
# `O/N=C1\CCCCc2ccccc21` as listed: Pf growth 48h: -1%; Pf growth 96h: 40%[activator]; CHX counter: 7; FBPA Giardia inh: 0%; HCV inh: 13%; Shiga toxin inh: 13
# `CCn1c(C)nc2cc(C(=O)NNC(=S)Nc3ccccc3)ccc21` as listed: Pf growth 48h: 85%[activator]; Pf growth 96h: 90%[activator]; CHX counter: 32*; FBPA Giardia inh: 2%; HCV inh: 0%; Shiga toxin inh: 71*

# Assay outcomes (PubChem BioAssay)
